Menin-MLL TR inh – menin-MLL binding inhibition, Texas Red mutant peptide; 270,000 tested, 0.23% active; Potency, µM (titrated, usually from 61.6 µM), for the others: top-dose FP activity change, negative = inhibition, most hits filed as inhibitors; Menin + Texas Red MLL mutant peptide, fluorescence polarization; AID 1768; active = well fitted inhibition curve with a large enough effect in the polarisation, with a control signal flat, not every such curve was filed as active; inconclusive = small, poorly fitted or top-dose-only effect, or effect the other way, or a change in a side signal; inactive = no such curve, though single readings can be large or run the other way; the % refers to the polarisation; note: potency is the fitted concentration of half-maximal effect; % of control where 0% means no effect; many of its hits are not listed in these tables
p53 reactivation – mutant p53 re-activation in reporter cells | H1299 p53-A138V BP100-luciferase reporter, luminescence, 24 h | 320,000 tested, 0.063% active | Potency, µM (highest dose often 92.2 µM), inactives show top-dose activity change, positive = activation, usual class: activators | AID 504706; note: potency is the fitted concentration of half-maximal effect; % of control where 0% means no effect; nearly all actives have a fitted effect of over 45% in size
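p53-null H1299 cells stably carrying temperature-sensitive p53-A138V and a BP100-luciferase reporter were pinned with compounds (4-point, 1:5 series) and held 24 hrs at 37 deg C. Luminescence was read 10 min after detection reagent.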
Rab9 prom act – activates the Rab9 promoter; Huh7 Rab9 promoter-luciferase reporter, luminescence, 24 h; Potency, µM (top dose mostly 9.22 µM), inactives show at the top dose activation, negative = inhibition, hits mostly activators; 320,000 tested, 2.8% active; note: potency is the fitted concentration of half-maximal effect; % of control where 0% means no effect; nearly all actives have a fitted effect of over 60% in size
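Luminescence from Amplite-detected luciferase (10 minutes, ambient) reports Rab9 promoter activation. Before that, stable Rab9-luciferase Huh7 cells (1500/well, reduced-serum OP-MEM I plus 10% FBS) were exposed to compound for 24 hours at 37C.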
VP16 counter – counter-screen for ROR gamma inhibitors: Gal4-VP16 reporter; Drosophila S2 Gal4-VP16 UAS-luciferase, luminescence, 20 h; Potency, µM (titrated, usually from 53.6 µM), for the others: at the top dose activity, negative = inhibition, hits mostly inhibitors; 310,000 tested, 3.5% active; AID 2546;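 note: Gal4-VP16 expression switched on by copper sulfate through the metallothionein promoter; potency is the fitted concentration of half-maximal effect; % is set by controls: 0 for no effect and ±100 for the full control effect; nearly all actives have a fitted effect of over 50% in size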
RORg inh – inhibitors of mouse ROR gamma transcriptional activity; 310,000 tested, 5.4% active; AID 2551; Drosophila S2 Gal4-RORgamma UAS-luciferase reporter, 20 h; Potency, µM (top dose mostly 53.6 µM), inactives show at the top dose activity change, negative = inhibition, hits mostly inhibitors; P51450; note: potency is the fitted concentration of half-maximal effect; % is set by controls: 0 for no effect and ±100 for the full control effect; nearly all actives have a fitted effect of over 60% in size
Target sequence (P51450 whole entry, looked up, the tested form may be a part): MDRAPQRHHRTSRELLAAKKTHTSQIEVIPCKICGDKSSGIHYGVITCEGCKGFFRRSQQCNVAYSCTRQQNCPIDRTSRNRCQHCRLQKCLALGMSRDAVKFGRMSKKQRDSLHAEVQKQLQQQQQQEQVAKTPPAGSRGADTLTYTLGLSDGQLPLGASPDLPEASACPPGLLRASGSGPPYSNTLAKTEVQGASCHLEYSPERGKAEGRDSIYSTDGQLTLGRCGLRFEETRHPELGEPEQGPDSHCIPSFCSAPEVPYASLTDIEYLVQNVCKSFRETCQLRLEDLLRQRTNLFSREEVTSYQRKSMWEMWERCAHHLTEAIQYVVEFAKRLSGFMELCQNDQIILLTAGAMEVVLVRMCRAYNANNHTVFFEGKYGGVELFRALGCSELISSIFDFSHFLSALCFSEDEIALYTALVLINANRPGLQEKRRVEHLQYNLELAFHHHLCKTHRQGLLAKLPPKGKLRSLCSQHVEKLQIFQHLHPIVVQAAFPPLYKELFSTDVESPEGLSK
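In this cell-based reporter format, copper sulfate (700 uM final) drives Gal4–ROR gamma fusion expression from a metallothionein promoter in Drosophila Schneider cells; compounds preincubated 1 hr, reporter read after 20 hr at ambient temperature.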
BRCA1 expr up – increases BRCA1 expression | MCF7-BRCA1-FFLuc reporter, luminescence, 48 h; response scale: scaled: vehicle 0%, 10 µM genistein 100% | Potency, µM (top dose mostly 46.1 µM), without a hit: at the top dose activation, most hits filed as activators | 380,000 tested, 1.1% active; note: potency is the fitted concentration of half-maximal effect; nearly all actives have a fitted effect of over 80% in size; some results filed as inactive show a strong effect at the top dose
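Cells: MCF7-BRCA1-FFLuc, 2000/well. Exposure: 48 h, 37 °C, 5% CO2. Read: luminescence, 15 min post-substrate. Controls: genistein 10 microM (maximal activation), DMSO (neutral).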
FLuc counter – inhibits or activates purified firefly luciferase, miR-21 counter-screen | P08659 | purified FLuc, Km substrates, luminescence inhibition | Potency, µM (titrated, usually from 57.5 µM), without a hit: top-dose activity change, negative = inhibition, hits mostly inhibitors | 360,000 tested, 6.9% active | AID 588342;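 note: potency is the fitted concentration of half-maximal effect; plate controls were vehicle for no effect and reference inhibitor for full effect; nearly all actives have a fitted effect of over 55% in size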
Target sequence (P08659 whole entry, looked up): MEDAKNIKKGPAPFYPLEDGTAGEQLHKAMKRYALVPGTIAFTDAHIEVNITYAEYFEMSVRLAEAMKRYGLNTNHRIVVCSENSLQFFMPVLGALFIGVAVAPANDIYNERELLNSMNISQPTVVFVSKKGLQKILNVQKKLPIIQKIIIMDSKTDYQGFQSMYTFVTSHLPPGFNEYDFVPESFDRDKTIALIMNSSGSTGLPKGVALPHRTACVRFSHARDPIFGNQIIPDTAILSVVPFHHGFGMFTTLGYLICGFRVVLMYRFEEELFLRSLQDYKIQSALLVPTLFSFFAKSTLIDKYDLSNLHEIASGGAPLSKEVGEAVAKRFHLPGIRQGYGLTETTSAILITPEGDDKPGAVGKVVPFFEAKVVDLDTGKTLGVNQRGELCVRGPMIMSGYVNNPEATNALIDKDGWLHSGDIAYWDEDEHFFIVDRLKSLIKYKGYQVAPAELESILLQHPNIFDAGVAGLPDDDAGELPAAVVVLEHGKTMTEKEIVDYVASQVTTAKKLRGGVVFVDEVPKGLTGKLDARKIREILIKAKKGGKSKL
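Purified P. pyralis luciferase, 10 nM final, with Km-level 10 uM D-luciferin and 10 uM ATP in 50 mM Tris acetate pH 7.5, 10 mM Mg acetate, 0.01% Tween-20, 0.05% BSA; 6-point qHTS titration about 60 µM downward; luminescence read.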
PKM2 act – PKM2 (human) enzyme activation. P14618. purified PKM2, Kinase-Glo ATP luminescence, activation; response scale: 0% is enzyme alone, no compound. 260,000 tested, 0.34% active. Potency, µM (titrated, usually from 57.5 µM), for the others: at the top dose activation, actives largely listed as activators; note: potency is the fitted concentration of half-maximal effect; % is set by controls: 0 for no effect and ±100 for the full control effect; nearly all actives have a fitted effect of over 55% in size
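Purified hPK-M2 (>95%) run at intermediate activity with 0.1 mM ADP and 0.5 mM PEP in 50 mM imidazole pH 7.2, KCl, MgCl2; 1 h room temperature. ATP formed read by Kinase-Glo luminescence; normalized to uninhibited and no-enzyme controls.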
NPC1 prom act – activators of NPC1 promoter | Huh7 NPC1 promoter luciferase reporter, 24 h | AID 485313 | 320,000 tested, 2.4% active | Potency, µM (titrated, usually from 9.22 µM), for inactives: at the top dose activation, usual class: activators;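 note: potency is the fitted concentration of half-maximal effect; % of control where 0% means no effect; nearly all actives have a fitted effect of over 60% in size; reporter is driven by a mutant NPC1 promoter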
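Luciferase expression driven by the NPC1 promoter was measured in stably transfected Huh7 cells after a 24 h compound incubation, using a luciferase reagent and a luminescence read.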
Giardia kill – Giardia lamblia killing | 340,000 tested, 0.15% active | AID 540267 | activity change, % at 7.66 µM, hits read low | Giardia lamblia trophozoite viability; in the data active = activity change below about -80%; inconclusive = between about -30% and that limit;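 note: parasites exposed to compound for two days anaerobically before the ATP read; % is set by controls: 0 for no effect and ±100 for the full control effect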
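Luminescent ATP signal served as the viability read-out, measured 15-30 min after adding ATP detection reagent to trophozoites that had been incubated with compounds for 48 hrs at 37 deg C anaerobically at 100 cells/well.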
ELG1 genotox – genotoxicity induction in ELG1-luciferase HEK293T cells; HEK293T ELG1-luciferase reporter, luminescence, 16 h; AID 504466; 330,000 tested, 1.3% active; Potency, µM (titrated, usually from 46 µM), inactives show top-dose activity change, positive = activation, usual class: activators; note: potency is the fitted concentration of half-maximal effect; % of control where 0% means no effect; nearly all actives have a fitted effect of over 60% in size
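Step 1: seed 2,000 HEK293T ELG1-luciferase cells per well. Step 2: add compound or DMSO, incubate 16 hr at 37 °C. Step 3: ONE-Glo, 30 min at room temperature, read luminescence.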
The depositor's hits bear a star; u = inconclusive; x = no result given; & = joins results of further samples; [ ] = remark or other dose. Unless noted, calls come from the whole dose curve; as a rule, active = well fitted curve in the direction sought with a large enough effect; inconclusive = small, poorly fitted or top-dose-only effect, or another doubt; inactive = no such curve, though single readings can be large; an effect the other way counts as inactive or inconclusive.

SMILES	Menin-MLL TR inh	p53 reactivation	Rab9 prom act	VP16 counter	RORg inh	BRCA1 expr up	FLuc counter	PKM2 act	NPC1 prom act	Giardia kill	ELG1 genotox
Cc1ccc(CS(=O)Cc2ccc(C(=O)NC3CCC(C)CC3)o2)cc1 (configuration not stated)	-19%	-2%	-1%	14%	16%	4%	-1%	x	-4%	17	-1%
O=C(O)CC1C(=O)OCN1C(=O)OCc1ccccc1 (configuration not stated)	6%	6%	-1%	7%	-19%	-6%	1%	-4%	2%	-15	0%
CCC(=O)Nc1nonc1-c1nc2ccccc2n1CC(C)C	-7%	-5%	1%	1%	u	-32%	5%	-2%	2%	-2	-8%
Cc1ccc(CN2C(=O)CSC(C)C2=O)cc1 (configuration not stated)	10%	0%	-2%[1.84 µM]	5%	13%	-13%	1%	x	0%	-25	0%
Cc1ccc(Cl)cc1N1CCN(C(=O)CSc2nnc3n2C(C)(C)Cc2ccccc2-3)CC1	-2%	-14%	-30%[inhibitor]	u	-72%	-83%	7%	0%	-22%	7	-15%
CN(C)CCNC(=O)c1coc(=O)c(Br)c1	-15%	u	-3%	-2%	-14%	-1%	0%	-2%	0%	0	2%
Cc1cccc(C2=NN(c3ccccc3)[C@@H](C(=O)N3CCOC3=O)[C@@H]2c2ccc(F)cc2)c1	22%	-3%	x	7%	8%	-19%	x	x	x	u	2%
C=C1SC(=Nc2c(C)cc(C)cc2C)N(C(=O)c2sc3ccccc3c2Cl)C12CCCCC2	21%	4%	-5%	-24%	35%	-1%	1%	-4%	-2%	-8	-7%
COc1ccc(CNC(=O)C23CC4CC(CC(Br)(C4)C2)C3)cc1	6%	0%	0%	-10%	-18%	16%	4%	1%	2%	1	-1%
N#Cc1c(C(F)(F)F)cc(-c2ccccc2Cl)[nH]c1=O	u	-2%	-5%	-10%	32%	0%	2%	-11%	-4%	16	-5%

Arranged by number of heavy atoms (lowest first): some entries from above.
SMILES	Menin-MLL TR inh	p53 reactivation	Rab9 prom act	VP16 counter	RORg inh	BRCA1 expr up	FLuc counter	PKM2 act	NPC1 prom act	Giardia kill	ELG1 genotox
CN(C)CCNC(=O)c1coc(=O)c(Br)c1	-15%	u	-3%	-2%	-14%	-1%	0%	-2%	0%	0	2%
Cc1ccc(CN2C(=O)CSC(C)C2=O)cc1 (configuration not stated)	10%	0%	-2%[1.84 µM]	5%	13%	-13%	1%	x	0%	-25	0%
N#Cc1c(C(F)(F)F)cc(-c2ccccc2Cl)[nH]c1=O	u	-2%	-5%	-10%	32%	0%	2%	-11%	-4%	16	-5%
CCC(=O)Nc1nonc1-c1nc2ccccc2n1CC(C)C	-7%	-5%	1%	1%	u	-32%	5%	-2%	2%	-2	-8%
C=C1SC(=Nc2c(C)cc(C)cc2C)N(C(=O)c2sc3ccccc3c2Cl)C12CCCCC2	21%	4%	-5%	-24%	35%	-1%	1%	-4%	-2%	-8	-7%

(more compounds)
SMILES	Menin-MLL TR inh	p53 reactivation	Rab9 prom act	VP16 counter	RORg inh	BRCA1 expr up	FLuc counter	PKM2 act	NPC1 prom act	Giardia kill	ELG1 genotox
Cc1cc(NS(=O)(=O)c2ccc(NC(=O)CCSc3ccc(F)cc3)cc2)nc(C)n1	x	-3%	-2%	-3%	-5%	-8%	5%	1%	-6%	30	0%
O=C(Cc1cccs1)Nn1c(Cc2cccs2)nc2ccccc2c1=O	3%	4%	0%	-1%	-19%	-15%	-1%	2%	-2%	5	0%
C=CCn1c(NCCc2ccccc2)nc2c1c(=O)n(C)c(=O)n2C	-3%	-4%	-23%	u	0%	-58%	-1%	0%	-11%	u	-9%
COc1ccc2c(c1)C=C(CN1CCN(Cc3ccccc3C)C(CCO)C1)CO2 (configuration not stated)	-14%	x	-4%	-5%	18%	-25%	4%	2%	-3%	-7	-12%
COc1ccc(OCc2cc(C(=O)N(C)Cc3cnccn3)no2)c(Cl)c1	6%	23%	u	16%	12%	8.9µM*	u	3%	26%	36[activator]	u
Cc1nc2[nH]c(=O)c3c(n2n1)NC1=C(C(=O)CC(C)(C)C1)C3c1ccc(F)cc1 (configuration not stated)	-7%[11.7 µM]	-1%	-2%	5%	2%	-1%	1%	2%	-1%	-6	0%
COc1cc(/C=N/NC(=O)c2ccccc2Cl)ccc1Oc1ccc([N+](=O)[O-])cn1	10%	0%	-7%	-1%	32%	-46%	4%	1%	-3%	-30	-7%
NCC(=O)CCC(=O)O	7%	2%	-1%	-10%	0%	5%	0%	x	12%	-18	-4%
ClC(Cl)c1nnc(-c2ccccc2)c(-c2c[nH]c3ccccc23)n1	u	-8%	-8%	2%	2%	-51%	-1%	-6%	-5%	-19	4%
c1ccc(CC2CCN(Cc3nc(-c4ccccc4)no3)CC2)cc1	-25%	32%	5%	x	u	26%	u	6%	2%	-12	u
Cc1cccc(OCc2nc3c4c(ncn3n2)-c2ccccc2CC42CCCC2)c1	-19%	u	6%	-10%	21%	-6%	2%	-13%	-2%	1	-2%
COc1ccc(CN2CCN(C)CC2)cc1OCc1ccccc1	-22%	-1%	10%	2%	-21%	1%	2%	-6%	1%	-12	1%
O=C(CSCc1ccccc1Cl)NCCSc1ccccn1	-18%	1%	-4%	2%	1%	35%	-5%	-2%	-4%	3	15%
O=C(CN1CCCC1)NC(=O)NC1CCCC1	-1%	10%	-24%	4%	0%	14%	-2%	-9%	-1%	-1	0%
Cc1ccc(N(CC(=O)Nc2cc(C)cc(C)c2)S(=O)(=O)c2c(C)noc2C)cc1	34%[activator]	0%	-12%	11µM*	-28%	-67%	0%	0%	2%	-28	-9%
O=C(O)c1ccc(NC(=O)c2cn(-c3ccccc3)nc2-c2cccc(Cl)c2)cc1	u	7%	-1%	-23%	u	30%	3.8µM*	1%	-6%	0	-1%
Cc1ccc(SCC(=O)Nc2ccc3c(c2)C(=O)NC3=O)cc1	30%[activator]	0%	-5%	-13%	5%	8%	-2%	1%	0%	2	-3%
CCOC(=O)C1CCN(C(=O)Cc2cccc3ccccc23)CC1	-17%	5%	-4%	7%	-18%	-24%	-1%	2%	-5%	-10	-2%
CCCCn1c(N)c(N(CCC(C)C)C(=O)c2cccc(-n3cnnn3)c2)c(=O)[nH]c1=O	x	3%	1%	x	x	-20%	3%	x	0%	4	-4%
O=C(Nc1ccc(O)c2c(=O)cc(-c3ccccc3Cl)oc12)c1ccccc1Cl	19%&0%	-8%	-4%	4%&-9%	1%&6%	-3%	-26%	1%	-3%	25	-4%
Cc1ccc(C(=O)NC2CCN(CC(=O)Nc3ccccc3Cl)CC2)cc1	-11%	4%	3%	-6%	u	-17%	-16%	-1%	2%	-6	4%
COc1cccc(NC(=O)CCc2nc(-c3cccs3)no2)c1	-3%	7%	0%	-9%	-14%	-3%	3%&-10%	x	-3%	22	1%[9.26 µM]
CC1CN(C(=O)c2ccc(NS(=O)(=O)c3cccc(Cl)c3)cc2)CC(C)O1 (configuration not stated)	-14%	x	-3%	x	x	-4%	6%	3%	-5%	2	-8%
CCCCC(=O)N=c1sc2cc([N+](=O)[O-])ccc2n1C	2%	3%	6%	-4%	0%	-38%	1%	5%	-3%	-17	9%
CC1(c2ccc3c(c2)OCCCO3)NC(=O)N(CC(=O)Nc2cccc(C#N)c2)C1=O (configuration not stated)	x	-11%	2%	x	x	-7%	-2%	x	-2%	6	-1%
COc1ccc(C(C(=O)NC2CCCC2)N(Cc2cccs2)C(=O)c2ccn[nH]2)cc1OC (configuration not stated)	6%	3%	-6%	2%	9%	-3%	1%	-6%	-3%	4	0%
CCN1C(=O)c2cccc3c(NC(=O)c4ccc(OC)c(OC)c4)ccc1c23	0%	-10%	-4%	0%	-23%	-21%	4%	5%	-3%	-5	15µM*
COc1ccc(C(=O)/C=C/C(=O)N(CC(=O)NC2CCCCC2)Cc2cccs2)c(O)c1	3%	-13%	-46%[inhibitor]	5µM*	7.9µM*	-90%[inhibitor]	u	13µM*	-33%[inhibitor]	-26	-12%
COc1ccccc1NC(=O)Nc1nnc(CC(=O)Nc2cccc(C)c2)s1	x	-4%	2%	-4%	8%	15%	-3%	-2%	2%	4	0%
O=C(c1ccc([N+](=O)[O-])cc1)N1CCN(C(=O)C2CCCCC2)CC1	5%	u	6%	-5%	-17%	19%	-1%	-1%	-3%	-22	0%
NS(=O)(=O)c1ccc(NC(=S)Nc2nn(Cc3ccc(Cl)cc3Cl)cc2Cl)cc1	9%	2%	-1%	6.3µM*	6.3µM*	-21%	4%	8%	3%	-19	-1%

High-throughput results as filed in PubChem.

A portion of the library. The share of hits here may be higher or lower than overall.
